# Bioassay records (PubChem BioAssay)
# S100A4 MyoIIA: inhibitors of human S100A4 binding to myosin IIA peptide | actives 0.14% (n = 360,000) | S100A4/TAMRA-MyoIIA peptide fluorescence polarization | P26447 | AID 652163 | inhibition, % at 10.7 µM;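 active = mean inhibition of at least 70% across replicates, with every replicate also reaching that level; inconclusive = mean inhibition reaches 70% but some replicates fall short; inactive = mean inhibition below 70%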
# Target sequence (P26447 whole entry, looked up): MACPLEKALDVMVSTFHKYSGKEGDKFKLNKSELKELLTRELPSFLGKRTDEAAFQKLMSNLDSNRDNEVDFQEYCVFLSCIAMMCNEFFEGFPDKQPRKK
#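 Material: S100A4 monomer protein / Buffer or medium: 50 mM HEPES pH 7.2, 10 mM CaCl2, 100 mM KCl / Times: 5 min incubation before reading / Benchmarks: neutral control DMSO, positive control TFP / Reagent: labelled myosin peptide probe, 5 nM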
# PglD inh: blocks C. jejuni PglD acetyltransferase activity; purified PglD enzyme, DTNB colorimetric CoA detection; inhibition, % at 12.5 µM; actives 0.098% (n = 360,000); AID 602405; in the data active = inhibition above about 16%, passing the limit was not always enough; inconclusive = no clear call, values can overlap the other calls; note: strong numbers were not always called active
# C2C12 statin: suppression of simvastatin myotoxicity | C2C12 myotubes + simvastatin, ATP luminescence, 48 h; scaled: DMSO 0, geranylgeraniol control 100 | rescue of ATP level, % at 7.49 µM | actives 0.78% (n = 330,000);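 active = mean ATP rescue above about 67%, or every replicate alone reaching that limit, limit read from the data, passing the limit was not always enough; inconclusive = no clear call, values can overlap the other calls; inactive = mean under the limit and some replicate under it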;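 note: myotubes were challenged with 10 µM simvastatin during compound exposure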
# ERp5 block: ERp5 (human) disulfide isomerase inhibition; Q15084; ERp5 insulin aggregation, absorbance 650 nm, 90 min; inhibition, % at 9.99 µM; actives 0.05% (n = 350,000);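 active = mean replicate inhibition above about 25%, with every replicate also reaching it, limit read from the data, passing the limit was not always enough; inconclusive = only one of those two criteria met; inactive = neither criterion met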
# Target sequence (Q15084 whole entry, looked up): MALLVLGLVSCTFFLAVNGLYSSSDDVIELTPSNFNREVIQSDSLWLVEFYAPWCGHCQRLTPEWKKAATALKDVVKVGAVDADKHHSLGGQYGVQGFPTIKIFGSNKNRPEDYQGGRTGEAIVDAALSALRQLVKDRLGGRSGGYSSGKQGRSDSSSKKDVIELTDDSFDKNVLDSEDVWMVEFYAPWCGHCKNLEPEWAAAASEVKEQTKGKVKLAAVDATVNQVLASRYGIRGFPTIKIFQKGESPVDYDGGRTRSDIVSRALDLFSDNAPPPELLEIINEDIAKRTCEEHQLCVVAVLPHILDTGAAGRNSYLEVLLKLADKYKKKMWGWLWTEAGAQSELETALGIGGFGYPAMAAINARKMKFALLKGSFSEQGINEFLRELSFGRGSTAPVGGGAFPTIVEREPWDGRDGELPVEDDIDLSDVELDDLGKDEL
# DENV2 CPE: protects cells from dengue virus 2 cytopathic effect; DENV2-infected cells, cytopathic effect rescue, plate reader; CPE inhibition, % at 9.99 µM; actives 1.7% (n = 350,000); AID 651640; in the data active = CPE inhibition above about 20%, passing the limit was not always enough; inconclusive = no clear call, values can overlap the other calls; tested in BHK-21 cells;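 note: 0% = median of neutral control wells and 100% = median of positive control wells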
# E-selectin induc: E-selectin induction on HUVECs; HUVEC E-selectin immunofluorescence imaging; normalized: neutral wells 0, TNF-alpha wells 100; activation, % at 7.58 µM; actives 0.37% (n = 260,000); AID 686992;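 active = mean E-selectin-positive cell signal at least 10% of the positive control, reached in at least 60% of replicates, without over 20% cell loss; inconclusive = no rule given, readout overlaps actives, possibly toxicity-flagged; inactive = the rest, including those meeting only one limit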;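 note: in these data hits start at about 27%; measured in HUVEC primary endothelial cells; signal is the percent of cells scored E-selectin positive by PE staining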
#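 Test system: HUVEC | Signal: Immunofluorescence imaging | Read-out: Percent E-selectin-positive cells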
# SIRT5 inh: inhibitors of human sirtuin-5 desuccinylase; Purified SirT5, succinyl-peptide AMC, trypsin-coupled fluorescence; inhibition, % at 15 µM; actives 1.1% (n = 330,000); AID 652115; in the data active = inhibition above about 15%; inconclusive = no clear call, values can overlap the other calls
# Target sequence (Q9NXA8 whole entry, looked up): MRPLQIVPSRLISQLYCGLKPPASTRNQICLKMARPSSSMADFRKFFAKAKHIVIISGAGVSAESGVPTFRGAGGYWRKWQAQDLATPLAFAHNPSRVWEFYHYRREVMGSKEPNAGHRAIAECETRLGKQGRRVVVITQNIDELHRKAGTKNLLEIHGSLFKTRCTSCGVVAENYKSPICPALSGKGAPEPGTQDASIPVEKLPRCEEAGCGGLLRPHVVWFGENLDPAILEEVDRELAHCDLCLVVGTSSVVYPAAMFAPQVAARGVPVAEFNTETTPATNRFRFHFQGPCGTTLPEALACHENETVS
# * marks the source's active call; other numbers are inactive results; ? = inconclusive; · = no result given. Only part of the results is shown (hit frequency here may not be typical).
SMILES,S100A4 MyoIIA,PglD inh,C2C12 statin,ERp5 block,DENV2 CPE,E-selectin induc,SIRT5 inh
COc1ccc(N2CCN(c3nccs3)CC2)cc1,-4,6,12,2,0,·,0
CC(C)CN1C=C2C(=O)C(C)(OC(=O)C3CCCC3)C(=O)C=C2C=C1c1ccsc1 (centres undefined),-6,-5,10,-1,-5,1.3,-1
NC(=O)CSc1nnc(-c2cccnc2)n1Cc1ccccc1,2,-4,22,-4,16,·,-3
O=S(=O)(c1ccc(F)cc1)N1CCCc2nc(-c3ccccc3)ccc21,-4,·,·,1,-3,0.3,·
O=C(NCc1cccnc1)C(=O)Nc1nc(-c2ccccc2)cs1,6,-2,-37,2,0,·,-4
CCCC#Cc1ccc2c(c1)O[C@@H](CN(C)Cc1cncnc1)[C@H](C)CN([C@@H](C)CO)S2(=O)=O,46,0,-59,-4,0,-0.1,3
O=C(c1cc(C2CC2)nn1-c1ccccc1)N1CCN(S(=O)(=O)c2ccccc2)CC1,4,0,-16,-3,-9,0.1,-1
C[C@H](CO)N1C[C@H](C)[C@H](CN(C)C(=O)c2cnccn2)Oc2cc(C#CC3CC3)ccc2S1(=O)=O,5,-1,12,3,-13,-0.2,-5
O=C(CCN1CCCCC1)NCC[C@H]1CC[C@@H](NS(=O)(=O)c2cccc(F)c2)[C@@H](CO)O1,9,0,9,1,12,-0.2,4
c1ccc(-c2cnc(-c3ccccn3)nn2)cc1,5,8,-33,5,-19,-0.1,·
CCOC(=O)CCc1c(C)nc(-n2[nH]c(C)c(CCO)c2=O)[nH]c1=O,0,0,6,3,0,·,-2
Cc1ccc(NC(=O)C2CCCN(S(=O)(=O)c3cnc[nH]3)C2)c(Br)c1 (centres undefined),-4,3,1,1,-4,·,·
COc1cc(O)c(C(CC(=O)N2CCCC2)c2ccc3c(c2)OCO3)c(OC)c1 (centres undefined),-6,4,12,0,-2,-0.1,2
O=C(CCCN1C(=O)c2cccc3cccc(c23)C1=O)OCC(=O)N1CCCCC1,1,-5,2,2,-8,0.2,·
Cc1ccnc(SC2CC(=O)N(c3ccc(Cl)cc3)C2=O)n1 (centres undefined),12,2,6,2,11,·,6
CC(=O)c1ccccc1OCc1ccc(S(=O)(=O)Cc2ccccc2)cc1,1,-1,-12,0,-10,·,-1
C[C@H]1CCCCO[C@@H](CN(C)C(=O)Nc2ccc(F)cc2)[C@@H](C)CN([C@@H](C)CO)C(=O)c2cc(NC(=O)Nc3ccc(C(F)(F)F)cc3)ccc2O1,8,3,·,1,?,0.0,-1
C[C@@H]1CN([C@H](C)CO)C(=O)c2cc(-c3ccc(F)cc3)cnc2O[C@H]1CN(C)Cc1cccnc1,-3,1,-14,2,11,0.3,0
CC(C)(C)N(Cc1ccccc1)C(=O)COC(=O)CSc1ccc([N+](=O)[O-])cc1,-2,6,1,5,1,-0.8,1
COc1ccc(NC(=O)N(C)C[C@@H]2Oc3ccc(NC(=O)NC4CCCCC4)cc3CC(=O)N([C@@H](C)CO)C[C@H]2C)cc1,4,8,18,9,0,-2.9,7
CCOC(=O)c1cnc2cc(-c3ccc(Br)cc3)nn2c1C,0,0,-3,3,1,8.1,-1
O=[N+]([O-])c1cc([N+](=O)[O-])c(Oc2c(F)cccc2F)cc1NN1CCCCC1,-4,-1,7,-2,10,-0.1,-4
CC(=O)c1cccc(NC(=O)CN2CCN(S(=O)(=O)/C=C/c3ccccc3)CC2)c1,-7,3,6,3,-12,1.0,1
COc1ccc(S(=O)(=O)N(C)C[C@H]2Oc3c(NC(=O)Nc4ccc(F)cc4)cccc3C(=O)N([C@@H](C)CO)C[C@H]2C)cc1,-2,·,?,-2,3,0.3,1
CN(C)C(=S)N=c1ssc(=S)n1Cc1cccnc1,9,·,·,5,-6,0.0,1

# Quoted from the listing:
# CC(=O)c1ccccc1OCc1ccc(S(=O)(=O)Cc2ccccc2)cc1 @ ERp5 block: 0
# O=C(c1cc(C2CC2)nn1-c1ccccc1)N1CCN(S(=O)(=O)c2ccccc2)CC1 @ E-selectin induc: 0.1
# O=S(=O)(c1ccc(F)cc1)N1CCCc2nc(-c3ccccc3)ccc21 @ DENV2 CPE: -3

# Next section.
SMILES,S100A4 MyoIIA,PglD inh,C2C12 statin,ERp5 block,DENV2 CPE,E-selectin induc,SIRT5 inh
CCN(C[C@H]1N[C@H](CO)[C@@H]1c1ccc(-c2ccccc2)cc1)C(=O)COC,-4,-4,-9,0,-14,-0.2,-1
O=C1CN(Cc2ccc(F)cc2)C[C@H]2[C@H](c3ccc(Br)cc3)[C@H](CO)N12,-13,·,·,-1,-4,-0.6,1
CCc1sc(C(=O)Nc2cccnc2)cc1Br,14,-4,6,-5,8,0.0,-2
CCC(=O)Nc1ccc2c(c1)C(=O)N(C)C[C@H](OC)[C@@H](C)CN(Cc1ccccn1)[C@H](C)CO2,-48,3,-3,4,-2,0.1,-1
COc1ccc(C#Cc2ccc([C@H]3[C@H]4CN(S(=O)(=O)c5cn(C)cn5)CCCCN4[C@H]3CO)cc2)cc1,9,-3,10,-3,-3,-0.3,5
C[C@H]1CN([C@@H](C)CO)C(=O)c2cc(NS(=O)(=O)c3ccccc3)ccc2O[C@H]1CN(C)Cc1ccc(Cl)c(Cl)c1,0,6,27,7,-6,0.0,10
CCC(C)c1ccc(NS(=O)(=O)c2c(C)[nH]c(=O)[nH]c2=O)cc1 (centres undefined),2,-4,7,0,9,0.2,-1
CCC(=O)N1CCc2cc(-c3csc(NC(=O)c4ccco4)n3)ccc21,2,3,-14,1,-5,·,-7
C[C@H](O)C#Cc1ccc2c(c1)O[C@H](CN(C)C(=O)c1ccccc1)[C@H](C)CN([C@H](C)CO)S2(=O)=O,-2,2,-7,-1,-12,-0.2,1
CCN(CC)c1ccc(NC(=O)c2ccccc2Br)cc1S(=O)(=O)Nc1ccccc1OC,-8,-1,·,1,?,-1.3,-8
CC1O[C@@H](OC2C(COC3OC(CO)C(O)[C@H](O)C3O)OC(OC3CC[C@]4(C)C(CC[C@@]5(C)[C@@H]4CC=C4[C@@H]6CC(C)(C)CC[C@]6(CO)C(O)C[C@]45C)C3(C)C)C(O)C2O)C(O)C(O)C1O (some centres undefined),0,0,-10,6,-12,·,·
CC(C)NC(=O)c1ccc(CONC(=O)OCc2ccccc2)cc1,-15,-4,12,2,5,·,0
CCC(=O)N(C)C[C@H]1Oc2ncc(-c3ccccc3C)cc2C(=O)N([C@H](C)CO)C[C@H]1C,3,4,17,-6,-9,0.3,-1
CC(C)C[C@@H](COc1ccccc1)N1CCN(C)CCC1=O,0,-5,11,-2,-13,0.3,·
COC(=O)C1=C(C)N(CC(C)C)C(=S)NC1c1ccc(Cl)cc1 (centres undefined),1,·,·,-1,6,0.9,0
CO[C@@H]1CN(C)C(=O)c2cc(NS(=O)(=O)CC(F)(F)F)ccc2OC[C@H](C)NC[C@@H]1C,-1,3,3,-9,-2,0.3,6
COc1ccc(/C=N/NC(=O)c2ccc(Br)cc2)cc1CN1CCOCC1,0,5,·,-3,-1,0.1,2
Cc1ccc(S(=O)(=O)NCCC(=O)Nc2ccc(Cl)c(Cl)c2)cc1C,-2,·,-2,-6,4,·,-2
Cc1ccc(-c2nnc(Nc3ccc(CC(N)=O)cc3)c3ccccc23)cc1S(=O)(=O)NCC1CCCO1 (centres undefined),-4,·,·,-4,11,·,2
Cc1c(S(=O)(=O)c2ccccn2)c(N)n(Cc2cccc(Cl)c2)c1C,-10,1,·,-5,-16,1.2,1
CC(C)n1c(O)c(N=Nc2ccc(Cl)c(C(=O)O)c2)c2ccccc21,7,-13,13,?,-6,3.4,7
CC1=NN(C(=O)c2cccnc2)C(O)(C(F)(F)F)C1 (centres undefined),3,3,1,-8,-1,-0.1,1
O=C(CN1C(=O)NC2(CCCCCC2)C1=O)NCCc1ccccc1,-7,4,-13,10,-6,·,-3
CC(C)N(C(=O)C[n+]1ccsc1N)c1ccccc1,-3,-3,11,-2,3,·,1
CCOC(=O)C1CCN(C(=O)COc2ccc3c(C)cc(=O)oc3c2)CC1,-4,·,·,-2,-3,3.6,-4
# (listing goes on)
SMILES,S100A4 MyoIIA,PglD inh,C2C12 statin,ERp5 block,DENV2 CPE,E-selectin induc,SIRT5 inh
O=C(C1CCCC1)N1CC[C@@H]2[C@H]1c1cc(C#Cc3ccc(F)cc3)ccc1N[C@@H]2CO,-70,·,·,-3,-6,0.5,1
CCn1c(C)nc2cc(C(=O)N/N=C(\C)c3ccc(OC)cc3O)ccc21,-5,·,·,5,-4,·,0
CCCCN(CC)CCCNC(=O)c1cn(C)c(=O)c2c1c1ccccc1n2C,2,-11,-11,2,8,-0.2,-4
CN(CC(=O)NC1CCCc2ccccc21)S(=O)(=O)c1ccc2c(c1)c(=O)n(C)c(=O)n2C (centres undefined),4,-1,-8,-1,-7,0.6,-3
Cc1ccc2c(c1)=C(c1ccccc1)N(O)CC(=O)N=2,-4,4,-2,3,3,0.0,0
CC(C)(C)n1nnnc1C(c1ccccc1)N1CCN(c2ccc(C(F)(F)F)cn2)CC1 (centres undefined),-2,·,·,-7,-1,0.0,0
O=C(NCCNC(=O)c1ccccn1)c1ccc(Cl)cc1,-4,-85,41,1,-4,0.0,1
COc1ccccc1C#Cc1ccc2c(c1)O[C@H](CN(C)Cc1ccncc1)[C@@H](C)CN([C@@H](C)CO)S2(=O)=O,27,-5,-253,3,-4,·,11
O=c1[nH]c(=O)c2[nH]c(=S)[nH]c2[nH]1,13,·,0,2,14,-0.4,·
Cc1noc(NC(=O)c2c(-c3c(Cl)cccc3Cl)noc2C)c1[N+](=O)[O-],1,5,·,3,-2,1.2,0
O=C(Nc1ccc(F)cc1F)c1ccccc1NC(=O)C1CC=CCC1C(=O)O (centres undefined),0,0,1,-5,6,-0.4,1
CC(C)Oc1cc(F)ccc1-c1cc(C(=O)NCCc2ccncc2)[nH]n1,-4,5,-3,1,-7,-0.1,2
CN1CCN(C(=O)C[C@@H]2CC[C@H]3[C@@H](COC[C@H](O)CN3C(=O)Nc3ccc(F)cc3)O2)CC1,6,-1,-28,2,-1,0.2,5

# One compound at a time, from the list above. Screens in order: S100A4 MyoIIA, PglD inh, C2C12 statin, ERp5 block, DENV2 CPE, E-selectin induc, SIRT5 inh
# Profile of CC1O[C@@H](OC2C(COC3OC(CO)C(O)[C@H](O)C3O)OC(OC3CC[C@]4(C)C(CC[C@@]5(C)[C@@H]4CC=C4[C@@H]6CC(C)(C)CC[C@]6(CO)C(O)C[C@]45C)C3(C)C)C(O)C2O)C(O)C(O)C1O (some centres undefined) = 0, 0, -10, 6, -12, ·, ·
# Profile of O=S(=O)(c1ccc(F)cc1)N1CCCc2nc(-c3ccccc3)ccc21 = -4, ·, ·, 1, -3, 0.3, ·
# Profile of COc1ccc(S(=O)(=O)N(C)C[C@H]2Oc3c(NC(=O)Nc4ccc(F)cc4)cccc3C(=O)N([C@@H](C)CO)C[C@H]2C)cc1 = -2, ·, ?, -2, 3, 0.3, 1
# Profile of COc1cc(O)c(C(CC(=O)N2CCCC2)c2ccc3c(c2)OCO3)c(OC)c1 (centres undefined) = -6, 4, 12, 0, -2, -0.1, 2
# Profile of C[C@H]1CCCCO[C@@H](CN(C)C(=O)Nc2ccc(F)cc2)[C@@H](C)CN([C@@H](C)CO)C(=O)c2cc(NC(=O)Nc3ccc(C(F)(F)F)cc3)ccc2O1 = 8, 3, ·, 1, ?, 0.0, -1
